# High-throughput results from PubChem.
# Growth percent in the NCI-60 one-dose screen (48 h, 10 µM unless noted): 100 = growth as untreated, 0 = no growth, -100 = all killed.
# TK-10: TK-10 renal cancer cells | actives 3.9% (n = 81,000) | AID 1794769
# UO-31: UO-31 renal cancer; actives 5.2% (n = 81,000); AID 1794768
# ACHN: ACHN renal cancer; actives 4.9% (n = 81,000)
# NCI-H460: NCI-H460 lung cancer. AID 1794736. actives 6.8% (n = 82,000)
# NCI-H322M: NCI-H322M lung cancer | actives 2.7% (n = 80,000)
# RXF 393: RXF 393 renal cancer cells; actives 6.9% (n = 77,000); AID 1794773
# CAKI-1: CAKI-1 renal cancer; actives 4.7% (n = 75,000); AID 1794772
# 786-0: 786-0 renal cancer cells | actives 5.1% (n = 81,000) | AID 1794775
# NCI-H522: NCI-H522 lung cancer. AID 1794739. actives 8% (n = 78,000)
# * marks the source's active call; other numbers are inactive results; · = not tested or not shown; & = joins results of further samples; [ ] = another dose, or the depositor's remark. How the source made its calls: active means growth percent below 10; inactive means the rest.
canonical_smiles,TK-10,UO-31,ACHN,NCI-H460,NCI-H322M,RXF 393,CAKI-1,786-0,NCI-H522
COc1ccccc1NCc1ccc(CO)n1-c1ccc(O)cc1,119,81,94,111,104,135,93,105,97
Cc1cccc(/C=N/N=C2\C(=O)Nc3ccc(Br)cc32)c1,149,69,94,73,92,·,83,100,80
CCCCCCCCCCCCCCCCCC(=O)Oc1ccc2ccccc2c1,121,75,95,106,95,118,81,103,99
Cc1ccc(-c2cc(-c3cc(-c4ccc(C)cc4)nc(N)n3)nc(N)n2)cc1,97,·,107,105,102,106,91,101,96
C=CCn1cc(-c2nc3ccccc3s2)c2cc(-c3ccc4c5c(cccc35)C(=O)N(N)C4=O)ccc21,152,61,92,99,97,106,75,99,85
COc1ccc([C@H]2C(C(=O)c3ccc(Cl)cc3)C3(N[C@@H]2c2ccccc2)C(=O)Nc2ccc(Cl)cc23)cc1 (stereo partly drawn),9.6*,-2.0*,1.5*,-12*,20,-64*,4.6*,-12*,-1.7*
COc1cccc(/C=C\C(=O)CCN2CCCC2)c1OC,96,61,102,95,96,87,93,97,71
Cc1ccc(NC(c2ccc(OC(F)F)c(OCC3CC3)c2)c2nnnn2C2CCCCC2)cc1 (stereo not drawn),100,73,99,89,90,97,78,91,86
O=C(Nc1ncccc1OCc1cn(Cc2ccccc2)nn1)c1ccccc1,108,80,97,101,97,92,96,109,107
CC1=CCc2ccccc21,103,71,99,100,91,111,88,103,90
C=C(C)[C@@H]1CC[C@]2(C(=O)NCCNCCNCCNC(=O)OC(C)(C)C)CC[C@]3(C)[C@H](CC[C@@H]4[C@@]5(C)CCC(=O)C(C)(C)[C@@H]5CC[C@]43C)[C@@H]12,102[100 µM],84[100 µM],96[100 µM],94[100 µM],102[100 µM],101[100 µM],71[100 µM],87[100 µM],81[100 µM]
CC1(C)OC2C(O1)[C@H](c1c[nH]c3ccccc13)c1[nH]c3ccccc3c1[C@H]2c1c[nH]c2ccccc12 (stereo partly drawn),130,73,88,95,87,110,84,98,86
N#CC1C(C#N)C2c3ccccc3C=CN2C1C(=O)c1ccc(Br)cc1 (stereo not drawn),111,99,90,88,97,105,90,·,89
c1ccc(C(CC2CCCCC2)c2ccc3ccccc3c2)cc1 (stereo not drawn),90,91,113,101,·,101,98,93,71
CC(Br)C(=O)Nc1ccc(S(=O)(=O)NCCO)cc1 (stereo not drawn),87,87,92,105,93,125,91,99,89
Cc1onc(-c2c(F)cccc2Cl)c1C(=O)Nc1cc2cc([N+](=O)[O-])ccc2oc1=O,111,75,78,103,94,98,73,99,·

# Exported field by field: entries from further up
C=C(C)[C@@H]1CC[C@]2(C(=O)NCCNCCNCCNC(=O)OC(C)(C)C)CC[C@]3(C)[C@H](CC[C@@H]4[C@@]5(C)CCC(=O)C(C)(C)[C@@H]5CC[C@]43C)[C@@H]12
  TK-10: 102[100 µM]	UO-31: 84[100 µM]	ACHN: 96[100 µM]	NCI-H460: 94[100 µM]	NCI-H322M: 102[100 µM]	RXF 393: 101[100 µM]	CAKI-1: 71[100 µM]	786-0: 87[100 µM]	NCI-H522: 81[100 µM]
CC1(C)OC2C(O1)[C@H](c1c[nH]c3ccccc13)c1[nH]c3ccccc3c1[C@H]2c1c[nH]c2ccccc12 (stereo partly drawn)
  TK-10: 130	UO-31: 73	ACHN: 88	NCI-H460: 95	NCI-H322M: 87	RXF 393: 110	CAKI-1: 84	786-0: 98	NCI-H522: 86
N#CC1C(C#N)C2c3ccccc3C=CN2C1C(=O)c1ccc(Br)cc1 (stereo not drawn)
  TK-10: 111	UO-31: 99	ACHN: 90	NCI-H460: 88	NCI-H322M: 97	RXF 393: 105	CAKI-1: 90	786-0: ·	NCI-H522: 89
c1ccc(C(CC2CCCCC2)c2ccc3ccccc3c2)cc1 (stereo not drawn)
  TK-10: 90	UO-31: 91	ACHN: 113	NCI-H460: 101	NCI-H322M: ·	RXF 393: 101	CAKI-1: 98	786-0: 93	NCI-H522: 71

# Carrying on.
canonical_smiles,TK-10,UO-31,ACHN,NCI-H460,NCI-H322M,RXF 393,CAKI-1,786-0,NCI-H522
Cc1cc2cc(C3C(C(N)=O)=C(N)Oc4n[nH]c(C)c43)c(Cl)nc2cc1C (stereo not drawn),108,94,97,111,96,120,99,96,88
O=C1c2c(c3c4cc(O)ccc4oc3c3[nH]c4ccccc4c23)C(=O)N1O,31,-40*,-5.4*,-6.9*,2.2*,·,-16*,2.6*,-5.7*
CCOC(=O)C1=NNC(C(=O)OCC)C1c1ccccc1 (stereo not drawn),101,86,98,119,·,108,94,114,91
Cc1c(N=NC2C(=O)NN(c3nc(-c4ccco4)c(C#N)c(=O)n3C)C2=O)c(=O)n(-c2ccccc2)n1C (stereo not drawn),138,89,92,111,99,143,92,104,98
c1ccc2[nH]c(-c3ccc(Nc4nc(N5CCCC5)nc5[nH]ncc45)cc3)nc2c1,-6.9*,-27*,-58*,-44*,6.5*,-81*,-22*,-92*,-55*
C/C(O)=C(/C=N/C(=S)Nc1ccc(S(N)(=O)=O)cc1)C(=O)Nc1ccccc1C,109,87,103,109,96,110,98,105,92
COc1ccc(-c2nc3ccccc3nc2-c2ccc(OC)cc2)cc1,110,64,94,102,119,82,95,92,68
NN1C(=O)c2ccccc2C1=O,120,87,109,97,117,116,94,109,88

# The list goes on; it opens with the 3 that closed the last part.
canonical_smiles,TK-10,UO-31,ACHN,NCI-H460,NCI-H322M,RXF 393,CAKI-1,786-0,NCI-H522
C/C(O)=C(/C=N/C(=S)Nc1ccc(S(N)(=O)=O)cc1)C(=O)Nc1ccccc1C,109,87,103,109,96,110,98,105,92
COc1ccc(-c2nc3ccccc3nc2-c2ccc(OC)cc2)cc1,110,64,94,102,119,82,95,92,68
NN1C(=O)c2ccccc2C1=O,120,87,109,97,117,116,94,109,88
Cc1ccc(/C=C2/SC(=S)N(CC(=O)Nc3ncc(Cc4ccc(Cl)cc4)s3)C2=O)cc1,106,85,100,102,101,107,92,101,94
c1ccc2c([C@@H]3CCC[C@H](c4c[nH]c5ccccc45)c4c3[nH]c3ccccc43)c[nH]c2c1,93,71,88,103,90,120,92,101,78
Cc1ccc([C@H]2c3[nH]c4ccccc4c3C[C@H]3C(=O)N(CCCCCCC(=O)NO)CC(=O)N23)cc1,59,57,75,49,56,51,51,82,24
COc1cc(C=NC2CCCCC2)ccc1O,107,103,105,112,113,111,97,113,95
O=C(NCCNc1nccc(-c2c(-c3cccc(O)c3)nc3sccn23)n1)c1ccccc1O,·,35,46,57,72,51,24,65,29
COc1ccc(CSc2ncnc3nc[nH]c23)cc1,93,94,114,103,106,111,59,80,105
O=C(Nc1ccc(Br)cc1)Nc1ccc2nc(NS(=O)(=O)c3ccc4ccccc4c3)sc2c1,116,76,92,102,87,123,95,103,74
COC(=O)c1nc(-c2ccccc2)oc1N1CCOCC1,91,76,102,106,93,100,92,97,87
CCCCNC1CC[C@@]2(C)[C@@H](CC[C@@]3(C)[C@H]2C(=O)C[C@H]2/C(=C(\CCC=C(C)C)C(=O)OC)[C@@H](OC(C)=O)C[C@@]23C)[C@@H]1C (stereo partly drawn),104,63,104,97,98,89,98,79,35
N#Cc1c(N)nn(C(=O)c2ccc(NC(=O)c3ccccn3)cc2)c1-c1ccc(Cl)cc1,25,54,13,16,22,54,26,9.8*,36
CC1C(/C=N/Nc2ccccc2)C(C#N)(C#N)C1(C#N)C#N (stereo not drawn),130,52,44,88,75,105,·,93,54
N#Cc1c(-c2cccs2)cc(-c2cnccn2)nc1OCC(=O)c1ccccc1,125,78,105,103,101,90,91,101,92
COc1cccc(-c2nonc2CC(O)c2ccccn2)c1 (stereo not drawn),96,90,99,103,96,116,98,98,94
CC1(C(=O)O)NC(C(=O)O)Cc2c1[nH]c1ccccc21 (stereo not drawn),108,79,102,105,92,110,97,104,93
Cc1cc(=O)n2c(C(=O)N/N=C/c3ccc(N4CCN(C)CC4)cc3)nn(-c3ccc(S(N)(=O)=O)cc3)c2n1,104,79,106,102,99,97,91,95,96
C=CCN1C(=O)CN(Cc2ccc(C(=O)NO)cc2)C(=O)C1Cc1ccccc1 (stereo not drawn),96,91,97,102,96,101,96,100,89
CCOC(=O)N1C/C(=C/c2ccc(OC)cc2)C(=O)/C(=C/c2ccc(OC)cc2)C1,60,17,39,42,71,-44*,42,-2.3*,39
COCCCNCC(=O)Nc1ccc(S(=O)(=O)c2ccc(NC(=O)CNCCCOC)cc2)cc1,92,89,108,109,103,103,·,90,78
O=[N+]([O-])CC(c1ccco1)c1c[nH]c2ccccc12 (stereo not drawn),115,68,98,102,98,97,88,106,91
CCNc1ccc2c(-c3ccccc3C(=O)O)c3ccc(=[N+](CC)CC)cc-3oc2c1,88,65,101,99,98,110,109,106,75
COc1ccc2c(c1OCC#CC#Cc1ccsc1)C(=O)O[C@@H]2[C@H]1c2c(cc3c(c2OC)OCO3)CCN1C,111,60,81,103,95,·,74,100,51
CCOC(=O)C(C(C)C)N1C(=O)/C(=C/c2ccc(Br)cc2)SC1=S (stereo not drawn),106,81,99,101,99,102,82,99,87
N=C(N)c1ccc(-c2ccc(-c3ccco3)o2)cc1F,8.0*,-57*,12,0.5*,-10*,34,23,4.8*,·
Nc1c(C(=O)Nc2ccccc2)n(CCCN2CCOCC2)c2nc3c(cc12)CCCC3,103[8 µM],79[8 µM],·,104[8 µM],101[8 µM],101[8 µM],·,106[8 µM],89[8 µM]
CC(C)Cc1nc(Nc2ccccc2)[nH]c(=O)c1C#N,82,14,58,60,61,67,51,73,17
O=C(CCCCC(=O)N=C(c1ccccc1)c1ccccc1)N=C(c1ccccc1)c1ccccc1,106,98,96,·,115,116,101,106,110
Cc1ccc2[nH]c(=O)cc(-n3nncc3COc3ccc(C=O)cc3)c2c1,109,63,99,106,103,·,88,102,90
O=C(NNC(=O)c1ccc(-n2cc(-c3ccccc3)nn2)cc1)Nc1ccc(Cl)cc1,110,90,101,111,104,106,92,99,99
COc1ccc(NC2=C(c3cn(C)c4ccccc34)C(=O)OC2)cc1OC,101,86,96,101,97,100,91,95,89
C/C(=C(/c1ccccc1)c1ccc(N2C(=O)c3cccc4c(NC5CCCCC5)ccc(c34)C2=O)cc1)c1ccccc1,109,68,95,103,102,114,73,101,91
COc1cc(CC2C(=O)OCC2C(=O)c2ccc3c(c2)OCO3)cc(OC)c1OC (stereo not drawn),108,86,104,111,105,116,103,103,·
CC1=C2[C@@H](CC1)[C@]1(C)O[C@@](C(C)C)(C[C@H]1OC(=O)[C@H](C)O)[C@H]2OC(=O)/C=C/c1ccccc1,90,0.9*,8.6*,89,86,31,61,67,74
Fc1ccccc1-c1cn2ccnc2c(-c2ccc3ncn(C4CCCCC4)c3c2)n1,109,77,87,92,104,88,·,97,82
COc1ccc(-c2nc3sc(C)nn3c2-c2nc3c(C)c(C)ccc3[nH]2)cc1,89,76,100,99,86,104,96,100,82
CN1CCN(C2=Nc3cc(Cl)ccc3Nc3ccccc32)CC1,111,66,·,110,89,77,79,76,100
CSc1nnc2c3cc(Cl)ccc3n(C)c2n1,·,69,103,103,100,106,91,102,·
COc1ccc(C2=NN(C(=O)c3ccc(S(N)(=O)=O)cc3)C(c3cc(OC)c(OC)c(OC)c3)C2)cc1OC (stereo not drawn),104,83,100,107,90,99,79,97,95
NS(=O)(=O)c1ccc(OCCOc2ccc(S(N)(=O)=O)cc2)cc1,92,85,101,111,91,103,98,97,87
CN1CCCCC1CCN1c2ccccc2Sc2ccc(Cl)cc21 (stereo not drawn),69,30,58,71,59,·,60,61,66
N#CC1=C(c2c[nH]c3ccccc23)Nc2nc(N)nc(N)c2C1c1ccc(Cl)cc1 (stereo not drawn),67,41,76,79,67,64,75,51,71
COc1ccc(C2C=C(C)N=C3SC=CN32)cc1 (stereo not drawn),119,93,103,106,108,·,100,98,104
Cc1ccc(NC(=O)CSc2nc3ccccc3[nH]2)cc1,114,68,93,102,89,110,83,98,87
N#CC1=C(c2cccs2)Nc2c(c(-c3ccccc3)nn2-c2ccccc2)C12C(=O)Nc1ccccc12 (stereo not drawn),18,18,-27*,5.6*,80,-13*,63,1.3*,5.7*
NC(=O)NC(=O)Oc1cccc2ccccc12,119,55,91,107,84,96,89,113,91
Cc1ccc(C(=O)/C=C/c2ccc(Oc3ccc(Br)cc3)cc2)cc1,99,72,99,99,101,103,96,101,88
O=S(=O)(O)c1ccc(Sc2ccc(S(=O)(=O)O)cc2)cc1,97,85,93,100,90,109,97,106,83
O=C(Nc1c2n(c3ccccc3c1=O)C(=O)CC2)c1ccccc1,108,88,104,103,103,118,·,105,100
Nn1c(SCC(=O)Nc2cccc(Br)c2)nnc1-c1ccc(NC(=O)c2cccnc2)cc1,119,87,94,105,101,101,96,122,94
Cc1ccc(/C=C/C(=O)c2ccc(S(=O)(=O)NCCNc3nc(Nc4ccc(F)cc4)nc(N(C)C)n3)cc2)cc1,100,37,12,0.3*,48,·,29,-32*,71
CC1(C)CC(=O)C2=C(C1)OC(N)=C(c1nc3ccccc3[nH]1)C2c1ccc(Cl)cc1 (stereo not drawn),106&72,86&71,106&62,112&57,101&51,106&55,103&64,102&62,111&55
CCON1C(=O)C2(CCCCC2)C(=O)C12C=CCCC2 (stereo not drawn),99,78,104,109,·,102,106,103,107
O=C(Nc1ccc(C2=NCCN2)cc1)c1ccc(Br)c(C(=O)Nc2ccc(C3=NCCN3)cc2)c1,118,95,98,94,115,106,82,115,115
O=S(=O)(Oc1ccc(-c2cn3ccsc3n2)cc1)c1cccc(C(F)(F)F)c1,99,93,98,104,103,100,90,102,95
Cc1ccc(C(=O)Nc2cccc(C(=O)NC(=S)Nc3ccc(C(=O)O)cc3)c2)cc1,119,74,93,84,91,103,82,104,48
CCOC(=O)c1c(C)oc2ncnc(Nc3ccc(OCc4ccc(Cl)cc4)cc3)c12,87,99,101,107,107,86,94,98,84
